Assay outcomes as filed in PubChem BioAssay.
CD40 NFkB inh – CD40 pathway inhibition in BL2 cells | BL2 NF-kB luciferase reporter, CD40L-induced, 4 h | inhibition, % at 10 µM | hit rate 0.94% among 83,000 | AID 1053188;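 active = mean inhibition of at least 50% with a set share of replicates also reaching that level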;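 also: 0% = neutral control wells and 100% = IKK inhibitor VII at 50 µM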
* hit, by the source's call; & = joins results of further samples; [ ] = dose if it differs, or a comment. Some of the compounds tested; rates above refer to the full screens.

Preview:
SMILES | CD40 NFkB inh
Cc1cc2cc3c(=O)[nH]c(=O)cc-3n(CC(O)C(O)C(O)CO)c2cc1C (stereo unspecified) | 15
Cc1cc(C)c(NC(=O)COC(=O)C2CCCO2)c(C)c1 (stereo unspecified) | 2
COc1ccc(C(=O)NCCS(=O)(=O)NCCc2ccccc2)cc1 | -47

All compounds of this part, from the start:
SMILES | CD40 NFkB inh
Cc1cc2cc3c(=O)[nH]c(=O)cc-3n(CC(O)C(O)C(O)CO)c2cc1C (stereo unspecified) | 15
Cc1cc(C)c(NC(=O)COC(=O)C2CCCO2)c(C)c1 (stereo unspecified) | 2
COc1ccc(C(=O)NCCS(=O)(=O)NCCc2ccccc2)cc1 | -47
O=C(CCCc1c[nH]c2ccccc12)NCC1COc2ccccc2O1 (stereo unspecified) | -6
Cn1cccc1CC(=O)N/N=C/c1ccco1 | -6
CC(=O)Nc1ccc(NC(=O)C(C)OC(=O)CCC2CCCC2)cc1 (stereo unspecified) | 2
CCCNC(=O)[C@H]1[C@H](CO)[C@H]2Cn3c(ccc(/C=C/c4ccccc4)c3=O)[C@H]2N1CC1CC1 | 17[25 µM]
COc1ccc(C2=NN(C(=O)CSc3ncccn3)C(c3cccc(OC)c3OC)C2)cc1 (stereo unspecified) | -3
Nc1nc(N)c2cc(CNc3ccc(Cl)c(Cl)c3)ccc2n1 | 92*
O=C(Cn1cnc2c(oc3ccccc32)c1=O)N1CCCc2ccccc21 | -40
Cc1cc(C)nc(NS(=O)(=O)c2ccc(NC(=O)c3ccc4c(c3)OCCO4)cc2)n1 | 19
O=C(NC1CCCC1)[C@@H]1[C@@H](CO)[C@@H]2Cn3c(cccc3=O)[C@@H]2N1CCc1ccccc1 | -1[25 µM]
CCN1c2ccccc2NC2N=C(OC)C(c3ccccc3)C21 (stereo unspecified) | 5
N/C(COc1ncn(-c2ccccc2)n1)=N\S(=O)(=O)c1ccccc1 | -17
NC(=O)c1nn(-c2ccccc2)nc1NC(=O)CN1CCCCC1 | 2
CCC(C)NC(=O)c1ccc(N2CCC3(CC2)OCCO3)c([N+](=O)[O-])c1 (stereo unspecified) | -25
COc1cc(C(=O)Nc2cccc(-c3nnc(-c4ccco4)o3)c2)ccc1OC(C)=O | -3
CC1CCc2sc(C(=O)N/N=C/c3ccc(O)cc3)cc2C1 (stereo unspecified) | -34
CCC(C)N1C(=O)CCC1C(=O)NCc1ccc2c(c1)OCO2 (stereo unspecified) | 2
O=C(c1ccc(F)cc1)N1C[C@@H]2N[C@H](C1)C2c1ccc(-c2cccnc2)cc1 (stereo partly specified) | 7&-2[25 µM]
CN1C(=O)c2cc(NC(=O)Cc3cccs3)ccc2OC[C@@H]2O[C@@H](CC(=O)NCCc3ccncc3)CC[C@@H]21 | -5[25 µM]
c1csc(-c2nn3c(Cn4nnc5ccccc54)nnc3s2)c1 | 8
CCCCCC(=O)Nc1ccc(S(=O)(=O)Nc2nccnc2OC)cc1 | 0
CCOc1ccc2c(c1)[N+](C)(C)C(C)(C)C=C2C | 15
CCCCC(=O)O[C@]1(C(=O)CO)CC[C@H]2[C@@H]3CCC4=CC(=O)CC[C@]4(C)[C@H]3[C@@H](O)C[C@@]21C | 33

Further structures follow:
SMILES | CD40 NFkB inh
COCCN1CCN(C(=O)c2ccc3oc(CCc4ccccc4)nc3c2)CC1 | -4
CCCNC(=O)C[C@@H]1C[C@H]2c3cc(NC(=O)NC4CCCC4)ccc3O[C@H]2[C@H](CO)O1 | -2
COC(=O)c1c(NS(C)(=O)=O)sc2c1CCCC2 | 9
CC(C)C(=O)NS(=O)(=O)c1ccc(NS(C)(=O)=O)cc1 | 3
S=C(NCc1ccc2c(c1)OCO2)NCc1ccco1 | -13
COCc1cn(CC[C@@H]2CC[C@H](NC(=O)Nc3ccc4c(c3)OCO4)[C@H](CO)O2)nn1 | -2
COc1ccc(NC(=O)C2(C)Cc3c(-c4ccc(N(C)C)cc4)ccnc3O2)cn1 (stereo unspecified) | -1
CCC(C)Sc1nc2c(c(=O)n1C)SC(C)C2 (stereo unspecified) | 12
CO[C@H](CN(C)Cc1ccc(-c2ccccn2)cc1)[C@H](C)CN(C(=O)Nc1ccc(F)cc1)[C@H](C)CO | -15[25 µM]
CC1CCN(S(=O)(=O)c2ccc(NC(=O)C3CSC4(C)CCC(=O)N34)cc2)CC1 (stereo unspecified) | -19
Cc1noc(C)c1S(=O)(=O)N(C)C[C@H]1OCc2cn(nn2)CCCC(=O)N([C@@H](C)CO)C[C@@H]1C | -8[25 µM]
N#Cc1cccc(OCC(=O)NC(=O)NCc2ccccc2)c1 | 3
COC(=O)c1c(C)oc(C)c1S(=O)(=O)Nc1ccccc1 | 8
CC(C)[N+](C)(CCOC(=O)C1c2ccccc2Oc2ccccc21)C(C)C | 1
CN(C(=O)COC(=O)c1ccccc1Cc1ccccc1)C1CCS(=O)(=O)C1 (stereo unspecified) | -3
CS(=O)(=O)c1ccccc1C(=O)N(CCC1=CCCCC1)c1c(N)n(Cc2ccccc2)c(=O)[nH]c1=O | 4
OCC1(Cc2ccccc2)CCN(Cc2cc3ccccc3o2)CC1 | 9
CCOC(=O)C1=C(COC(=O)c2cc([N+](=O)[O-])ccc2Cl)NC(=O)NC1C (stereo unspecified) | 1
COc1ccc(/C=C/C(=O)OCC(=O)Nc2ccc3[nH]c(=O)[nH]c3c2)cc1OC | 1
COc1ccc(-c2noc(-c3ccc4c(c3)OCO4)n2)cc1 | -58
Nc1ccc(N=Nc2ccc(O)cc2)c(N)n1 | -82
COc1ccc(S(=O)(=O)Nc2ccc3c(c2)C(=O)N([C@@H](C)CO)C[C@H](C)[C@H](CN(C)S(=O)(=O)c2ccc(Cl)cc2)OCCCC[C@@H](C)O3)cc1 | 19[25 µM]
O=C(Cc1ccncc1)N1C[C@@H]2N[C@H](C1)C2c1ccc(-c2ccccc2)cc1 (stereo partly specified) | -5
O=C(CN1C(=O)c2ccccc2S1(=O)=O)Nc1ccccc1 | 22
N#Cc1cccc(-c2ccc3c(c2)[C@H]2[C@H](CCN2C(=O)c2ccccc2F)[C@@H](CO)N3)c1 | 3[25 µM]

In the list so far, these have a nitro group on carbon:
SMILES | CD40 NFkB inh
CCC(C)NC(=O)c1ccc(N2CCC3(CC2)OCCO3)c([N+](=O)[O-])c1 (stereo unspecified) | -25
CCOC(=O)C1=C(COC(=O)c2cc([N+](=O)[O-])ccc2Cl)NC(=O)NC1C (stereo unspecified) | 1

Next section
SMILES | CD40 NFkB inh
CCOc1ccc(-n2ccnc(SCC(=O)NCCc3ccccc3)c2=O)cc1 | -3
Cc1ccc(S(=O)(=O)N2CCN(C(=O)N(c3ccccc3)c3ccccc3)CC2)cc1 | -5
O=C(CCc1nnc(Cc2ccc(-c3ccccc3)cc2)o1)NCCc1ccccn1 | -5
Cc1ccn2c(=O)nc(SCC(=O)N3CCCc4ccccc43)nc2c1 | 9
COc1cccc(-c2cc(C(=O)N3CCN(Cc4ccc5c(c4)OCO5)CC3)on2)c1 | -3
Cc1cc(-c2nn(-c3ccccc3F)cc2CNCCc2cnc[nH]2)c(C)s1 | -6
CC(=O)N1C(=O)C2(Nc3ccccc3N2)c2ccccc21 | -5
COc1ccc2c3c(n(C)c2c1)[C@@H](CO)N(C(=O)Nc1ccc(F)cc1)CC31CCN(S(=O)(=O)c2cccc(C)c2)CC1 | 30[25 µM]
Cc1cnc(C(=O)OCC(=O)NC23CC4CC(CC(C4)C2)C3)cn1 | 8
COc1ccc(Cc2nnc3n2N=C(c2cc4ccccc4o2)CS3)cc1OC | 11
COc1ccc2cc3cc(C(=O)NCCN4CCN(c5ccccc5F)CC4)oc3nc2c1 | 10
Cc1nc(CN2CCN(Cc3nc(C(c4ccccc4)c4ccccc4)no3)CC2)cs1 | 4
CN(C(=O)CCNC(=O)N1CC(=O)Nc2ccccc21)C1CCCCC1 | 1
C/C=C/c1cccc(-c2nc(C(=O)NCc3ccccn3)cc3c2[C@H](CCO)N([S@@](=O)C(C)(C)C)C3)c1 | -15[25 µM]
CCC1(c2ccccc2)NC(=O)N(CC(=O)Nc2ccccc2N2CCCC2)C1=O (stereo unspecified) | 9
Cc1ccc2nc(NC(=O)CNS(=O)(=O)c3ccc(Br)s3)sc2c1 | 20
CCOc1ccc(/C=N/NC(=O)CN2CCSCC2)cc1 | 7
Cc1cccc(C(=O)OCC(=O)NCC2CCCO2)c1O (stereo unspecified) | -20
O=C(Nc1cccc(-c2cn3cccnc3n2)c1)c1ccc2c(c1)OCO2 | -25
Cc1cnc(C)c(Nc2nc(C(N)Cc3ccc(C(F)(F)F)cc3)cs2)n1 (stereo unspecified) | -8
C[C@@H]1CCCCO[C@@H](CN(C)C(=O)CCCN(C)C)[C@@H](C)CN([C@H](C)CO)C(=O)c2cc(NS(=O)(=O)c3ccc(Cl)cc3)ccc2O1 | -1[25 µM]
CN1C[C@@H]2[C@H](c3ccccc31)[C@@H](CO)N2C(=O)C1CCOCC1 | -5[25 µM]
O=C1N=C(c2ccccc2)C(c2ccccc2)N1 (stereo unspecified) | 4
c1ncc(-c2ccc(C3[C@@H]4CN(Cc5ccc6c(c5)OCO6)C[C@H]3N4)cc2)cn1 (stereo partly specified) | -27[25 µM]
CC(=O)Nc1cccc([N+](=O)[O-])c1 | 16

(further entries)
SMILES | CD40 NFkB inh
O=C(C1CCCCN1S(=O)(=O)c1ccc(F)cc1)N1CCN(c2ccccc2F)CC1 (stereo unspecified) | 6
Cc1ccc(F)c(S(=O)(=O)NC(=O)C2(C)CCN2C(=O)Cc2ccc(-c3ccccc3)cc2)c1 (stereo unspecified) | 2
O=C(c1ccc2c(c1)OCO2)C1CCCN(Cc2ccc3nsnc3c2)C1 (stereo unspecified) | 9
O=C(NCc1ccccc1Cl)c1ccc[nH]1 | 20
CCOC(=O)C1CCN(C(=O)c2ccc(OCC(=O)N3CCOCC3)c(OC)c2)CC1 | 3
O=C1NC2(CCN(Cc3ccccc3)CC2)Oc2ccccc21 | 8
C[C@H](CO)N1C[C@H](C)[C@@H](CN(C)Cc2cccc(F)c2)OCc2ccccc2-c2ccccc2C1=O | 1
C[C@@H]1CN([C@H](C)CO)C(=O)c2cc(NC(=O)Cn3cnnn3)ccc2O[C@@H]1CN(C)Cc1ccc(C(=O)Nc2ccccc2N)cc1 | -7[25 µM]
Cc1ccccc1NS(=O)(=O)c1ccc(C(=O)N2CC(C)OC(C)C2)cc1 (stereo unspecified) | -7
O=S1(=O)C=CC(Sc2nc3ccccc3[nH]2)C1 (stereo unspecified) | 7
CN(C)c1ccc(-c2nn3c(-c4ccco4)nnc3s2)cc1 | 9
COc1ccc(C(CNC(=O)c2cccc(S(=O)(=O)N3CCCC(C)C3)c2)N(C)C)cc1 (stereo unspecified) | 3
Cc1c(NC(=O)C(C)OC(=O)Cc2ccc(F)cc2)c(=O)n(-c2ccccc2)n1C (stereo unspecified) | -10
Cc1ccc(S(=O)(=O)NCCC(=O)NCc2ccccn2)cc1 | 3
Cc1ccccc1Cn1ccc(NC(=O)c2cnn3cccnc23)n1 | -9
C[C@H]1CN([C@@H](C)CO)C(=O)CCCn2cc(nn2)CO[C@@H]1CN(C)C(=O)c1ccc(N2CCN(C)CC2)cc1 | -1[25 µM]
CO[C@H]1CN(C)C(=O)c2cc(NC(=O)c3ccc(F)cc3)ccc2OC[C@@H](C)N(C(=O)CC2CC2)C[C@@H]1C | -1[25 µM]
CN1CCC(N(C)C(=O)c2ccc(Cl)c(S(=O)(=O)N3CCOCC3)c2)CC1 | 6
Cc1ccccc1C(=O)c1cccn1CC(=O)NC(C)c1ccc2c(c1)OCCO2 (stereo unspecified) | -9
O=C(CSc1ccc2c(c1)OCCO2)Nc1cccnc1Cl | 10
O=C(c1ccco1)N1CCN(C23CC4CC(CC(C4)C2)C3)CC1 | 5
CS(=O)(=O)c1ccc(C(=O)NCC2(N3CCCCC3)CCCCC2)cc1 | 9
O=C(Nc1nc2ccccc2[nH]1)c1cccc(S(=O)(=O)N2CCOCC2)c1 | -15
COc1ccc(OC)c(CN2CCN(C(=O)CCNC(=O)c3ccc(Br)cc3)CC2)c1 | 9
CC1CCCC(NC2CCCCNC2=O)C1 (stereo unspecified) | -38

Exported tab-delimited: entries from further up
SMILES	CD40 NFkB inh
Cc1c(NC(=O)C(C)OC(=O)Cc2ccc(F)cc2)c(=O)n(-c2ccccc2)n1C (stereo unspecified)	-10
Cc1ccc(S(=O)(=O)NCCC(=O)NCc2ccccn2)cc1	3

The main list resumes; the 6 compounds before the break are reprinted first.
SMILES | CD40 NFkB inh
O=C(CSc1ccc2c(c1)OCCO2)Nc1cccnc1Cl | 10
O=C(c1ccco1)N1CCN(C23CC4CC(CC(C4)C2)C3)CC1 | 5
CS(=O)(=O)c1ccc(C(=O)NCC2(N3CCCCC3)CCCCC2)cc1 | 9
O=C(Nc1nc2ccccc2[nH]1)c1cccc(S(=O)(=O)N2CCOCC2)c1 | -15
COc1ccc(OC)c(CN2CCN(C(=O)CCNC(=O)c3ccc(Br)cc3)CC2)c1 | 9
CC1CCCC(NC2CCCCNC2=O)C1 (stereo unspecified) | -38
COc1ccc2c3c([nH]c2c1)[C@H](CO)N(Cc1ccccc1OC)CC31CCN(S(=O)(=O)c2ccccc2)CC1 | -17[25 µM]
C[C@H](CO)N1C[C@H](C)[C@@H](CN(C)C(=O)CCC(F)(F)F)OCc2ccccc2-c2ccccc2C1=O | -3[25 µM]
O=C(CSc1nc2ccccc2c(=O)n1CCCN1CCOCC1)Nc1ccc(Br)cc1 | 2
Cc1c(NC(=O)C(C)OC(=O)c2cccnc2Cl)c(=O)n(-c2ccccc2)n1C (stereo unspecified) | 3
CCc1ccc(C(=O)COC(=O)C2CCN(c3ccc(C(F)(F)F)cn3)CC2)cc1 | 4
CCOC(=O)Cc1cnc(NC(=O)CSc2nc3ncnc(N)c3[nH]2)s1 | 10
O=C(CCc1nc2ccccc2c(=O)[nH]1)NNC(=O)COc1ccc(Br)cc1 | 13
Cc1ccc(Oc2ncccc2/C=N/OCc2ccc(Cl)cc2Cl)cc1 | 13
O=S(=O)(NCc1csc(-c2cccs2)n1)c1ccccc1 | -13
C[C@H]1CN([C@@H](C)CO)C(=O)c2c(c3ccccc3n2C)-c2ccccc2CO[C@@H]1CN(C)Cc1ccncc1 | 14
